HTT cytoprotect = qHTS Multiplex Assay to Identify Dual Action Probes in a Cell Model of Huntington: Cytoprotection (ATP). PC12 HTT-Q103 induced, cytoprotection, ATP luminescence, 40 h. Potency, µM (series often up to 56.4 µM), without a hit: cytoprotection (ATP increase), most hits filed as activators. hit rate 0.14% among 230,000. AID 1471, 2008;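 further: % of control where 0% means no effect; nearly all actives have a fitted effect of over 45% in size; toxic huntingtin expression switched on by the ecdysone agonist tebufenozide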
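PC12 cells with ecdysone-inducible HTT exon 1 Q103-GFP, induced with 100 nM tebufenozide and co-treated with library compounds in a dose series (1536-well, 1500 cells/well). Cytoprotection read as ATP content by ATPlite luminescence.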
SMN2 splice enh = qHTS Assay for Enhancers of SMN2 Splice Variant Expression; HEK293 SMN2-luciferase splicing reporter, luminescence, 30-36 h; Potency, µM (top dose mostly 46.1 µM), without a hit: top-dose activity change, positive = activation, actives largely listed as activators; hit rate 2.8% among 210,000; AID 1458, 2008; further: % of control where 0% means no effect; nearly all actives have a fitted effect of over 55% in size
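HEK293 cells carry an SMN2 minigene-luciferase reporter in which exon 7 inclusion puts luciferase in frame. Cells were seeded at 2000 cells/well, attached for 10-12 hours, then exposed to compounds for 30-36 hours at 37C before ONE-Glo luminescence.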
ALDH1A1 inh = qHTS Assay for Inhibitors of Aldehyde Dehydrogenase 1 (ALDH1A1). hit rate 7.3% among 220,000. Purified ALDH1A1, NADH fluorescence, propionaldehyde substrate. Aldehyde dehydrogenase 1A1 (Homo sapiens), P00352. Potency, µM (titrated, usually from 75.3 µM), without a hit: at the highest dose activity, negative = inhibition, usual class: inhibitors; active means well fitted inhibition curve with a large enough effect, not every such curve was filed as active; inconclusive means small, poorly fitted or top-dose-only effect, or another doubt; inactive means no such curve, though single readings can be large or run the other way;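 further: plate controls were no enzyme wells and a reference inhibitor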
Target sequence (P00352 whole entry, looked up): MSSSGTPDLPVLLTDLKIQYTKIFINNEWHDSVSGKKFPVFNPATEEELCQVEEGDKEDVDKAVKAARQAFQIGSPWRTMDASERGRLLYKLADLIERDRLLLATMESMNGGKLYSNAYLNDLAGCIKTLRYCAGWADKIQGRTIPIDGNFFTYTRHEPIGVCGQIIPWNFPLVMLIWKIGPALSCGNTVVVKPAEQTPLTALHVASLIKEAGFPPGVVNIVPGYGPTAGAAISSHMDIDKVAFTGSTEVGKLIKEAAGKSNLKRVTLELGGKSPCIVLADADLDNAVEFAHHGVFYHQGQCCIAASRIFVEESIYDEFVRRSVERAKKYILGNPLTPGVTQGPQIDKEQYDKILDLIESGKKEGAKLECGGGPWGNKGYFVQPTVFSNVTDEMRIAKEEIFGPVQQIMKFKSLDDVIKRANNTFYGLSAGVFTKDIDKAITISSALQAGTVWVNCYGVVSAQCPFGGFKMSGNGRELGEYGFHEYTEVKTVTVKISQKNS
* = called active by the depositor; u = inconclusive; [ ] = dose if it differs, or a comment. Unless noted, the call rests on the fitted dose curve; in most records, active means well fitted activation curve with a large enough effect; inconclusive means small, poorly fitted or top-dose-only effect; inactive means no such curve, though single readings can be large or run the other way. Potency means the concentration at half of the fitted maximal effect. Only part of the results is shown; the hit share may differ from the screen's.

Sequence of screens – HTT cytoprotect | SMN2 splice enh | ALDH1A1 inh
- CC[C@H]1CN(C)[C@H]2Cc3c([nH]c4ccccc34)C(=O)C[C@H]1[C@H]2C(=O)OC
    -9%[10 µM] | 5%[9.22 µM] | u
- CC(C)(C)OC=O
    2% | -3% | 6%
- Cc1ccc(C)c([N+](=O)[O-])c1
    0% | -11% | -5%
- Nc1nc2c(c(=O)[nH]1)CN(CCCN1CCOCC1)CN2
    9%[10 µM] | 4%[9.22 µM] | 8%[13.5 µM]
- C[C@@H]1CC2(OC[C@]3(C)O[C@H]23)O[C@H]2C[C@@]3(C)[C@@H]4CC[C@H]5C(C)(C)C(O[C@@H]6OC[C@@H](O)[C@H](O)[C@H]6O)CC[C@@]56C[C@@]46CC[C@]3(C)[C@@H]12 (stereo partly drawn)
    -22% | u | -7%
- CC(=O)Nc1cccc(N)c1
    -18% | -8% | 16%
- COCC(=O)N1CCC2(CCCN(C(=O)Nc3ccc(OC)cc3)C2)CC1
    u | -4% | -1%
- NCCSS(=O)(=O)CCN
    10%[10 µM] | -8%[9.22 µM] | u
- CN(C)CCC[C@@H]1c2ccccc2Oc2ccc(C(F)(F)F)cc21
    6%[10 µM] | -5%[9.22 µM] | 10%[13.5 µM]
- O=C(c1ccco1)N1CCC2(CC1)CN(Cc1cc(C(F)(F)F)cc(C(F)(F)F)c1)C2
    12% | -36%[inhibitor] | u
- O=C1CCC(c2ccccc2)=NN1c1nc2ccccc2s1
    -3%[10 µM] | -13%[9.22 µM] | -7%[13.5 µM]
- O=C(c1ccco1)N1CCC2(CC1)CCN(c1ccccn1)CC2
    7% | -33%[inhibitor] | u
- c1ccc2occc2c1
    32% | -5% | 12%
- C1CCN(CC[C@@H]2CCCCN2)CC1
    -6%[10 µM] | -6%[9.22 µM] | 7%[13.5 µM]
- COCCn1c(=O)c(-c2cccs2)nc2cnc(Oc3ccc(OC)cc3)nc21
    -43%[inhibitor] | -25% | u
- CC(C)NC(=O)N1CC2(CCN(C(=O)c3ccncc3)CC2)C1
    12% | -11% | 10%
- Cc1cccc2cccnc12
    -23% | 6% | 2%
- CN(C)CCn1c(CO)nc2c1c(=O)n(C)c(=O)n2C
    -12%[10 µM] | -7%[9.22 µM] | -1%[13.5 µM]
- COc1cc(NCCC(=O)O)c2ncccc2c1
    -7%[10 µM] | -2%[9.22 µM] | 22%[13.5 µM]
- O=C(O)CCCN1CCCCC1
    -5%[10 µM] | u | -6%[13.5 µM]
- COCC(=O)N1CCC2(CCCN(Cc3ccccc3)C2)CC1
    -14% | 2% | 3%
- N[C@@H](CCCCO)C(=O)O
    -7%[10 µM] | -20%[9.22 µM] | -10%[13.5 µM]
- OC(Cc1cccnc1)(c1ccccc1)c1ccccc1
    -2%[10 µM] | -11%[9.22 µM] | 2%[13.5 µM]
- N#CC(C#N)=NNc1ccc2cn[nH]c2c1
    -1%[10 µM] | -10%[9.22 µM] | u
- O=C(c1csnn1)N1CCC2(CCCN(c3ccncc3)C2)CC1
    u | 5% | -10%
- O=C(O)[C@H]1CC=CC[C@@H]1C(=O)Nc1cccc(O)c1
    -8%[10 µM] | -17%[9.22 µM] | 0%[13.5 µM]
- O=C1CC[C@H](NC(=O)c2ccccc2)C(=O)N1
    -8%[10 µM] | -24%[9.22 µM] | 10%[13.5 µM]
- COc1ccc(C(=O)N2CCC3(CCCN(c4ccccc4)C3)CC2)cc1
    u | -14% | u
- c1ccc(CCN2CCN=C2Cc2ccccc2)cc1
    5%[10 µM] | -4%[9.22 µM] | 6%[13.5 µM]
- Cc1ccc(NC(=O)c2ccccc2C(=O)O)cc1C
    -9%[10 µM] | -5%[9.22 µM] | 16%[13.5 µM]
- O=C(c1cnccn1)N1CCC2(CC1)CCN(c1ncccn1)CC2
    -4% | -15% | -1%
- Cc1c2ccccc2c(C)c2c1ccc1ccccc12
    -207%[inhibitor] | 3% | -3%
- COc1ccc(C(=O)N2CCC3(CC2)CN(c2ccccn2)C3)cc1
    -45%[inhibitor] | -31%[inhibitor] | u
- O=[N+]([O-])c1cc(Cc2cc([N+](=O)[O-])c3cccnc3c2O)c(O)c2ncccc12
    -18%[10 µM] | -13%[9.22 µM] | u
- C[C@H](CC(=O)O)C(C(=O)O)C(=O)O
    -7%[10 µM] | -22%[9.22 µM] | -3%[13.5 µM]
- COCCn1c(=O)c(-c2ccc(Cl)cc2)nc2cnc(Oc3ccc(OC)cc3)nc21
    -6% | 2% | u
- CNC/C(Cl)=N/S(=O)(=O)c1ccc(C)cc1
    28%[10 µM] | -10%[9.22 µM] | u
- N=C(CC(=O)Nc1ccccn1)c1ccccc1
    -6%[10 µM] | 4%[9.22 µM] | 2%[13.5 µM]
- N#Cc1cccc(NC(=O)N2CC[C@@]3(CCCN(C(=O)c4csnn4)C3)C2)c1
    u | 2% | 8%
- C[C@@H](NC(=O)C1(N)CCCC1)C(=O)O
    17%[10 µM] | -13%[9.22 µM] | 16%[13.5 µM]
- C/C(=N/O)c1ccc2cc(Br)c3ccccc3c2c1
    -4%[10 µM] | -10%[9.22 µM] | -9%[13.5 µM]
- COCC(=O)N1CCC2(CC1)CN(C(=O)Nc1cccc(C#N)c1)C2
    14% | -4% | -6%
- O=C(O)c1ccc(N[C@H](c2ccccc2)c2ccc3cccnc3c2O)cc1
    -2%[10 µM] | -8%[9.22 µM] | 4µM*
- Oc1c(Cl)ccc(Cl)c1Cl
    12% | 2% | -5%
- O=[N+]([O-])c1cccc(I)c1
    -51%[inhibitor] | -6% | 7%
- O=C1c2ccccc2C(=O)N1C1(C(=O)NC2(C(=O)O)CCCC2)CCCC1
    -4%[10 µM] | -4%[9.22 µM] | 18%[13.5 µM]
- CCN=C(N)CSS(=O)(=O)O
    3%[10 µM] | -8%[9.22 µM] | -7%[13.5 µM]
- c1ccc(C2=NN[C@@H]3c4ccccc4-c4ccccc4N3C2)cc1
    u | -13%[9.22 µM] | u
- COc1ccc(C(=O)N2CCC[C@@]3(CCN(C(=O)Nc4cccc(C#N)c4)C3)C2)cc1
    -17% | -30% | -4%
- CCCCCCCCCCCCCCC1CO1 (stereo not drawn)
    -1% | -8% | 12%
- COc1ccc(Oc2ncc3nc(-c4ccc(OC)cc4)c(=O)n(Cc4cccs4)c3n2)cc1
    u | 6% | u
- O=C(O)c1cc(N=Cc2ccccc2O)cc(C(=O)O)c1
    5%[10 µM] | -7%[9.22 µM] | -16%[13.5 µM]
- O=c1c(-c2cc(F)cc(F)c2)nc2cnc(N3CCNCC3)nc2n1Cc1cccs1
    -245%[inhibitor] | -15% | u
- O=C(c1cc(C(F)(F)F)cc(C(F)(F)F)c1)N1CCC[C@@]2(CCN(c3ncccn3)C2)C1
    19% | -23% | -6%
- COc1ccc(C(=O)N2CCC3(CC2)CCN(c2ccccn2)CC3)cc1
    15% | -53%[inhibitor] | u
- c1c[nH]c(CN2CCN(Cc3ncc[nH]3)CC2)n1
    -12%[10 µM] | -18%[9.22 µM] | 1%[13.5 µM]
- CC(C)c1ccc(/C=C2\C=C(c3ccc4ccccc4c3)OC2=O)cc1
    12%[10 µM] | 3%[9.22 µM] | 8%[13.5 µM]
- CC(C)C(O)(C(C)C)C(C)C
    6%[10 µM] | -3%[9.22 µM] | u
- CC(C)(C)COS(=O)OCC(C)(C)C
    9%[10 µM] | -22%[9.22 µM] | -5%[13.5 µM]
- Cc1nc2cnc(OCc3ccccc3)nc2n(Cc2ccc(F)cc2)c1=O
    -36%[inhibitor] | -9% | u

Other records follow:
Sequence of screens – HTT cytoprotect | SMN2 splice enh | ALDH1A1 inh
- NC(N)=NNC(=O)C(=O)O
    -2%[10 µM] | 10%[9.22 µM] | 10%[13.5 µM]
- CC(C)(SCc1ccccc1)[C@H](N)C(=O)O
    -3%[10 µM] | -5%[9.22 µM] | 1%[13.5 µM]
- O=C(Nc1cccc(F)c1)N1CCC2(CC1)CCN(C(=O)c1ccco1)CC2
    u | -15% | 1%
- O=C(c1csnn1)N1CCC2(CC1)CCN(C(c1ccccc1)c1ccccc1)CC2
    -55%[inhibitor] | -8% | -1%
- O=C1O[C@@H]([C@H](O)[C@H](O)[C@H](O)CO)[C@@H](O)[C@@H]1O
    -8%[10 µM] | -8%[9.22 µM] | -9%[13.5 µM]
- O=C(O)/C=C/c1ccc(/C=C/C(=O)O)cc1
    6% | 8% | -3%
- Cn1cnc([N+](=O)[O-])c1[Se]c1nc(N)nc2c1ncn2[C@@H]1O[C@@H](CO)[C@H](O)[C@@H]1O
    8%[10 µM] | 6%[9.22 µM] | 6%[13.5 µM]
- CC(=O)N1CCC2(CC1)CCN(C(=O)Nc1cccc(C#N)c1)CC2
    u | 0% | -3%
- C[N+](C)(C)CC(=O)N/N=C\c1ccncc1
    3%[10 µM] | -6%[9.22 µM] | -4%[13.5 µM]
- COc1ccc(Oc2ncc3ncc(=O)n(Cc4cccc(OC)c4)c3n2)cc1
    -139%[inhibitor] | -17% | -5%
- O=C(c1cccc(F)c1)N1CCC2(CCCN(c3ccc(-c4ccccc4)cc3)C2)CC1
    5% | u | 1%
- O=C(c1ccncc1)N1CCC2(CCCN(Cc3ccncc3)C2)CC1
    14% | -16% | 11%
- CSc1ccc(C=O)cc1
    7% | 0% | u
- O=C(Nc1ccccc1)N1CCCC2(CCN(C(=O)c3ccco3)CC2)C1
    3% | -14% | 20µM*
- Clc1ccccc1/C=C\c1ccnc2ccccc12
    -6%[10 µM] | 22%[9.22 µM] | u
- O=c1c(-c2cccc(F)c2)nc2cncnc2n1-c1ccccc1
    0% | -15% | 5%
- O=c1[nH]cc(CS(=O)(=O)Cc2c[nH]c(=O)[nH]c2=O)c(=O)[nH]1
    6%[10 µM] | 3%[9.22 µM] | -12%[13.5 µM]
- O=C1COC(c2ccccc2O)=NN1CCCN1CCCC1
    3%[10 µM] | -4%[9.22 µM] | 5%[13.5 µM]
- CCOC(=O)C1OC1c1ccccc1 (stereo not drawn)
    -7% | -6% | 4%
- CN1CC[C@@]2(CCCN(S(=O)(=O)c3ccccc3)C2)C1
    u | -8% | -15%
- Cn1cccc1C(=O)N1CCC2(CC1)CN(C(c1ccccc1)c1ccccc1)C2
    -67%[inhibitor] | -4% | u
- O=Nc1ccc(NO)cc1
    u | -9% | 10µM*
- COc1nc(Cl)nc(Cl)c1Cl (tested in a mixture with another compound)
    -6%[10 µM] | -2%[9.22 µM] | 6%[13.5 µM]
- O=C(c1ccco1)N1CCC[C@@]2(CCN(C(c3ccccc3)c3ccccc3)C2)C1
    5% | -21% | u
- C/C(C=O)=C/c1ccccc1
    -18% | 11% | u
- O=[N+]([O-])c1ccc(S(=O)(=O)Cc2ccccc2)c2nonc12
    7%[10 µM] | -6%[9.22 µM] | 1.8µM*
- NCCc1nc(-c2nc(C(=O)O)cs2)cs1
    8%[10 µM] | -7%[9.22 µM] | 8%[13.5 µM]
- O=C(c1cnccn1)N1CCC2(CCCN(Cc3ccncc3)C2)CC1
    -1% | -1% | -3%
- Cn1cccc1C(=O)N1CCC2(CCCN(c3ccccc3)C2)CC1
    -1% | -12% | u
- O=C1c2cccc([N+](=O)[O-])c2C(=O)N1c1ncn[nH]1
    -11%[10 µM] | -2%[9.22 µM] | 8%[13.5 µM]
- O=C(Nc1cccc(F)c1)N1CC2(CCN(C(=O)c3cccc(F)c3)CC2)C1
    -45%[inhibitor] | 10% | -11%
- C[C@@H]1c2ccccc2Cn2cc3c(c21)C(=O)c1cccc(OP(=O)(O)OCc2ccccc2)c1C3=O
    -15%[10 µM] | -8%[9.22 µM] | 12%[13.5 µM]
- O=C(c1cnccn1)N1CCC2(CC1)CCN(c1ccccn1)CC2
    25% | -19% | 3%
- CC(=O)c1nccs1
    -7% | -4% | u
- CN(C)Cc1c[nH]c2nc[nH]c(=O)c12
    14%[10 µM] | -10%[9.22 µM] | -4%[13.5 µM]
- O=C(c1cccc(F)c1)N1CCC2(CC1)CN(Cc1ccccc1)C2
    4% | 6% | 3%
- Cn1c(=O)c2c(nc(NCCNc3nc4c(c(=O)n(C)c(=O)n4C)n3C)n2C)n(C)c1=O
    7%[10 µM] | 4%[9.22 µM] | 13%[13.5 µM]
- O=c1c(-c2ccccc2)nc2cncnc2n1Cc1ccccc1Cl
    -47%[inhibitor] | -36%[inhibitor] | -2%

Part of the list above in order of SMILES length, lowest first.
Sequence of screens – HTT cytoprotect | SMN2 splice enh | ALDH1A1 inh
- O=C(O)c1cc(N=Cc2ccccc2O)cc(C(=O)O)c1
    5%[10 µM] | -7%[9.22 µM] | -16%[13.5 µM]
- COc1ccc(C(=O)N2CCC3(CC2)CCN(c2ccccn2)CC3)cc1
    15% | -53%[inhibitor] | u
- C[C@@H]1c2ccccc2Cn2cc3c(c21)C(=O)c1cccc(OP(=O)(O)OCc2ccccc2)c1C3=O
    -15%[10 µM] | -8%[9.22 µM] | 12%[13.5 µM]

Screens: PubChem BioAssay, National Center for Advancing Translational Sciences (NCATS)
